Assay outcomes from PubChem.
dFosB activator: activators of delta FosB homodimer, primary screen, biochemical, fluorescence polarization, TAMRA-CDK5 oligo, single point | activation, % at 25 µM | 340,000 compounds, 0.99% hits | Protein FosB (Mus musculus), P13346 | purified delta FosB; percent of positive-control signal above neutral wells;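 active means mean activation above about 17%, with every replicate also reaching it, limit read from the data, passing the limit was not always enough; inconclusive means only one of the two conditions met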;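 further: fluorescence polarization rise as delta FosB binds a TAMRA Cdk5 AP-1 oligo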
Target sequence (P13346 whole entry, looked up): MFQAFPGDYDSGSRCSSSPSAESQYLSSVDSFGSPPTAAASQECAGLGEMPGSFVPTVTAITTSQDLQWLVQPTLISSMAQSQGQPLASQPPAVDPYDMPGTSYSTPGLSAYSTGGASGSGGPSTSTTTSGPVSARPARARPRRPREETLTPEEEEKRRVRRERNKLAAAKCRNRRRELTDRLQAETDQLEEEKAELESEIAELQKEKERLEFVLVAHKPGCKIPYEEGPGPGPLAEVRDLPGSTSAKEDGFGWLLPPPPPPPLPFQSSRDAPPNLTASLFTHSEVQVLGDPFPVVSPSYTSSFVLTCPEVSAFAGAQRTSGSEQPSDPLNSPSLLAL
HTR5A ag: HTR5A agonists in luminescence cell assay, primary screen, counter-screen for OPRM1-OPRD1 heterodimer agonist project, full-deck HTS; cell-based; activation, % at 9.3 µM; 340,000 compounds, 0.61% hits; AID 504692, 2011; in the data active means activation mostly above about 9.5%, no sharp cut-off; inactive means mostly below about 7.6%;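 further: 0% = cells with vehicle only and 100% = reference agonist; strong numbers were not always called active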
PvdQ inh: P. aeruginosa PvdQ acylase inhibitors, primary screen, biochemical, fluorescence, plate reader and imaging, single point | AID 488965, 2010 | inhibition, % at 10 µM | purified PvdQ acylase | PvdQ acylase [Pseudomonas aeruginosa LESB58] | 340,000 compounds, 0.063% hits; in the data active means inhibition above about 30%, passing the limit was not always enough; inconclusive means no clear call, values can overlap the other calls;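 further: 0% = vehicle neutral wells and 100% = reference inhibitor wells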
SR-BI DiI inh: inhibitors of SR-BI mediated HDL lipid uptake, primary screen, ldlA[mSR-BI] cells, fluorescence, single point. Scavenger receptor class B member 1 (Mus musculus), Q61009. ldlA[mSR-BI] CHO cells, DiI-HDL uptake fluorescence, 3 h. inhibition, % at 12.5 µM. 320,000 compounds, 0.96% hits. AID 488896, 2010;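 active means mean replicate inhibition of at least 70% and a set share of replicates each scoring 70 or more; inconclusive means meets just one of the two criteria; inactive means fails both criteria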;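 further: 0% = median of neutral control wells and 100% = median of positive control wells; values of inactives mirror those of a sister screen read the other way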
NSD2 HMT inh: NSD2 histone methyltransferase inhibitors, primary screen, biochemical, AlphaScreen, single concentration, set 2 | Histone-lysine N-methyltransferase NSD2 (Homo sapiens), O96028 | NSD2 peptide methylation, 120 min | inhibition, % at 12.5 µM | 310,000 compounds, 0.54% hits; in the data active means inhibition above about 50%
HTR5A inv ag: HTR5A inverse agonists in luminescence cell assay, primary screen, counter-screen for OPRM1-OPRD1 heterodimer inverse agonist project, full-deck HTS | HTR5A cell line, inverse agonism | inhibition, % at 9.3 µM | 340,000 compounds, 0.083% hits; in the data active means inhibition mostly above about 23%, no sharp cut-off; inactive means mostly below about 18%;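 further: 0% = cells with DMSO and 100% = no-cell wells with DMSO; some compounds called inactive have numbers as strong as hits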
V-ATPase pHluor: regulators of yeast V-ATPase proton pumping, primary screen, pHLuorin cytosolic pH fluorescence; S. cerevisiae; response, % at 10 µM; 350,000 compounds, 0.37% hits; AID 504577, 2011; in the data active means response mostly above about 7.3%, no sharp cut-off; inactive means mostly below about 5.4%; further: actives read high; inactives centre near 0; some compounds called inactive have numbers as strong as hits; reference of the scale not given here
Wnt bcat act: Wnt/beta-catenin pathway activators, primary screen, cell-based, plate reader, single point; Wnt/beta-catenin reporter cell assay, activator; activation, % at 9.35 µM; 300,000 compounds, 1.2% hits; in the data active means activation above about 30%, passing the limit was not always enough; inconclusive means no clear call, values can overlap the other calls;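 further: 0% = neutral control wells and 100% = positive control wells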
MITF TRPM1 HTS: activators of MITF-driven TRPM1 promoter reporter, primary screen, cell-based, SK-MEL-5, luciferase, single point; AID 588334, 2011; activation, % at 12.5 µM; SK-MEL-5 TRPM1-promoter luciferase, 24 h; % of positive control, neutral wells = 0; 300,000 compounds, 0.75% hits;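 active means mean activation of at least 80% with every replicate also reaching 80%; inconclusive means mean reaches 80% but some replicate falls short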;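 further: 0% = neutral control wells and 100% = parthenolide positive control wells; values of inactives mirror those of a sister screen read the other way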
CDK5 p35 inh: inhibitors of human CDK5/p35 kinase, primary screen, biochemical, single concentration; Cyclin-dependent kinase 5 (Homo sapiens) + Cyclin-dependent kinase 5 activator 1 (Homo …; Recombinant CDK5/p35, ADP-Glo luminescence, 60 min; inhibition, % at 10 µM; 330,000 compounds, 0.01% hits; AID 488839, 2010;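 active means highest replicate inhibition of at least 50% and at least 75% of replicates reaching 50%; inconclusive means only one of the two criteria met; inactive means both criteria failed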;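 further: plate controls were DMSO neutral control for no effect and GW8510 at 10 µM for full effect; many of its hits are not listed in these tables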
Target sequence (Q00535 whole entry, looked up): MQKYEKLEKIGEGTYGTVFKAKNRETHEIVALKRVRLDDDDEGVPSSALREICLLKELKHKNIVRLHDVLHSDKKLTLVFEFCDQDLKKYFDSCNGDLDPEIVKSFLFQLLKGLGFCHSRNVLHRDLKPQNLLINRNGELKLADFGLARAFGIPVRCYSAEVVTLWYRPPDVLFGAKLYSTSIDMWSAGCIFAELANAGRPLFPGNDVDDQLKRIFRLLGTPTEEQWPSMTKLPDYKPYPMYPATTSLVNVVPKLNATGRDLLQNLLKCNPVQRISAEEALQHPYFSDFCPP
Target sequence (Q15078 whole entry, looked up): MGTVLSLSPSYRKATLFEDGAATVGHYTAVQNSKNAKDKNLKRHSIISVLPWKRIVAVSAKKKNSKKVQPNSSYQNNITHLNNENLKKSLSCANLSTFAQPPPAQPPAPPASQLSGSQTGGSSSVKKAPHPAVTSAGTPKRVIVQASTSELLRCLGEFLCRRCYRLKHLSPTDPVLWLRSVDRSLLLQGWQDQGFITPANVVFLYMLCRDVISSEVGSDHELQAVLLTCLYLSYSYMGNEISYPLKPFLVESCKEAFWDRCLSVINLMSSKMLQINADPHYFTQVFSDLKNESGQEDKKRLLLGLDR
Numbers without * were called inactive; ? = inconclusive; nt = no result given.

SMILES	dFosB activator	HTR5A ag	PvdQ inh	SR-BI DiI inh	NSD2 HMT inh	HTR5A inv ag	V-ATPase pHluor	Wnt bcat act	MITF TRPM1 HTS	CDK5 p35 inh
Cc1[nH]c(=O)[nH]c(=O)c1Cc1cccc2ccccc12	-7	-1	-4	-8	-13	2	1	0	-8	-0.3
COc1ccc(C)cc1N(CC(=O)Nc1ccc(S(=O)(=O)N2CCOCC2)cc1)S(C)(=O)=O	-3	8	-17	nt	-1	-22	-1	19	-2	0.1
CCN(CC(=O)Nc1ccccc1OC)C(=O)CN1C(=O)NC(C)(c2ccc3ccccc3c2)C1=O (centres undefined)	-14	-6	-7	54	8	22	0	-3	11	0.2
CC(O)CNCc1cccc2ccccc12 (centres undefined)	-2	2	-12	-15	5	-26	0	nt	-5	0.1
CC(C)CCNC(=O)c1c(CSc2ccc(Cl)cc2)noc1C(=O)NCc1ccccc1	-6	0	-13	-7	nt	-24	0	-3	7	-0.5
CC1(C)Cc2c(sc3ncnc(NNC(=S)NCc4ccccc4)c23)CO1	1	-2	-21	-26	0	-2	2	-14	-9	1.0
CCc1nn(C(C)C(=O)NCCN2CCCCCC2)c(=O)c2cc3occc3n12 (centres undefined)	-10	-3	-16	-18	5	3	7	-2	17	-1.2
COc1ccc(C(=O)NCc2nnc(SCC(=O)c3ccccc3)n2C)cc1OC	-7	2	-14	15	-1	7	0	4	0	-7.9
Cc1cc([N+](=O)[O-])cc(/C=N\NC(=O)C2COc3ccccc3O2)c1O (centres undefined)	-9	-2	-4	nt	-3	-4	-113	-2	6	-7.2
O=C(Cn1cc2c(n1)CCCC2)NCc1cccnc1	-7	-2	-15	-3	nt	7	0	-4	5	1.1
Cc1ccc(S(=O)(=O)N2CCSCCSCCSCCSCC2)cc1	-13	2	-13	-21	-1	-6	0	-4	5	0.0
Cc1ccccc1NS(=O)(=O)c1ccc(OCCNS(C)(=O)=O)cc1	-5	2	-5	-10	-3	5	-1	nt	-5	0.2
N#Cc1cccc(S(=O)(=O)NCC(=O)OCC(=O)c2ccc[nH]2)c1	-5	0	-9	-16	-1	-10	-1	-1	-9	1.4
CC(=O)c1ccc(N2CCN(C(=O)c3ccc(Cn4c(=S)[nH]c5ccc(N6CCOCC6)cc5c4=O)cc3)CC2)cc1	-1	0	-8	49	-1	0	2	4	14	-1.4
Cc1ccc(S(=O)(=O)N2CCCCC2)cc1NC(=O)c1ccc2ccccc2n1	2	0	-10	-18	1	10	0	0	3	-2.8
Cc1nnsc1C(=O)NNC(=O)Nc1ccccc1	2	4	-4	-10	2	-22	1	0	-3	-3.1
COc1ccc(C2=C3C(=O)OCC3Cc3ncn(Cc4ccccc4)c32)cc1 (centres undefined)	6	-1	-9	-7	nt	-11	4	1	-2	1.0
CC1CCc2sc(C(=O)N3CCN(c4ncccn4)CC3)cc2C1 (centres undefined)	-8	-1	9	6	1	3	-4	-1	3	-2.3
Cc1ccc(N=C2C(=O)Nc3ccc(Br)cc32)cc1	-6	-2	-9	18	0	6	2	1	-19	0.9
CCOC(=O)C1CN(S(=O)(=O)c2ccccc2)c2cc(S(=O)(=O)CC)ccc2O1 (centres undefined)	-7	1	-8	6	3	6	1	-3	0	1.3
COc1ccc(C(=O)Nc2c(N)nc(SCC(=O)Nc3ccc(NC(C)=O)cc3)[nH]c2=O)cc1OC	4	1	-2	0	-1	-20	0	2	-2	-1.5
COc1ccccc1NS(=O)(=O)c1cc(NC(=O)c2ccccc2C)ccc1N1CCOCC1	-6	4	-14	5	-1	-10	1	0	4	-0.2
NC(=O)NC(CC(=O)NNC(=O)c1ccccn1)c1ccc(Cl)cc1 (centres undefined)	-8	-4	-16	-15	0	3	2	-1	10	1.0
CCN(CC)CCN(C(=O)CN1C(=O)c2ccccc2C1=O)c1nc2cc3c(cc2s1)OCO3	7	-2	-9	-16	-1	-16	0	0	-1	-2.3
O=C(NCC(=O)N1CCCCCC1)c1ccc(Br)cc1	2	-3	-9	5	4	-23	-1	1	4	0.7
CNC(=O)/C(=C/c1ccc2c(c1)OCO2)NC(=O)c1ccc(Br)cc1	3	11	-1	15	-1	-27	1	-10	2	-1.7
CCc1ccc(N(C(=O)c2snc(C(N)=O)c2N)C(C(=O)NC2CCCC2)c2ccncc2)cc1 (centres undefined)	-2	2	-18	nt	10	-6	-3	9	nt	-1.8
COc1ccc(/C=C2\SC(=S)N(CCC(=O)N3CCCCC3)C2=O)cc1	-6	-2	5	-16	3	0	1	-1	-13	-3.1
CCCn1c(N)c(C(=O)CN2CCN(S(=O)(=O)c3cccc(Cl)c3)CC2)c(=O)[nH]c1=O	-1	0	-12	-4	2	12	-2	-2	-6	-5.6
CCc1ccc(NC(=O)c2ccc(F)c(S(=O)(=O)N(CC)c3ccccc3)c2)cc1	-2	1	-13	15	0	-3	-1	nt	-15	-0.5
Nc1nnn(CC(=O)N/N=C/c2ccco2)n1	1	4	-9	-16	0	-11	-4	1	0	0.8
Cn1nc(-c2ccccc2)c(CSc2cccc(Cl)c2)c1Cl	-6	-11	-8	40	0	27	-8	-10	-12	1.0
O=C(NC1CCCc2ccccc21)C1CCN(S(=O)(=O)c2cnc[nH]2)CC1 (centres undefined)	-3	-1	-21	-28	0	-6	1	nt	-12	-0.9
O=C(Nc1cccc(C(=O)N2CCCC2)c1)C1CC1	4	8	17	4	nt	-30	-1	-3	-2	3.0
CCCC12CN3CC(C)(CN(C1)C31C(=O)Nc3ccc(C)cc31)C2=O (centres undefined)	1	-9	-8	-27	0	3	2	-1	5	-1.4
O=C(COc1ccc2ccccc2c1Br)NCc1ccccn1	-15	3	-12	7	-2	38	2	5	34	-2.6
Cc1ccccc1CSc1nnc(-c2ccccc2)c(=O)[nH]1	-4	3	21	-3	1	-9	1	-1	0	1.3
CC(=O)c1ccc(N2CCN(C(=O)Cn3cnc(S(=O)(=O)N4CCCCC4)c3)CC2)cc1	-2	-4	-8	-4	-5	11	-6	-2	5	-0.3
O=C(CCNS(=O)(=O)c1cccs1)NCc1ccco1	-5	-1	-11	-9	nt	-16	6	-3	nt	-0.5
COc1ccc2c(c1OC)C(=O)N(c1nccs1)C2	-19	3	-9	9	-1	-9	1	20	17	3.6
COc1ccc(CSc2nnc(C)n2N)cc1Br	2	-4	14	11	-1	-4	-3	nt	12	-2.2
O=C(COC(=O)c1ccccc1NC(=O)c1ccccc1)c1ccc([N+](=O)[O-])cc1	-8	-1	-13	-1	1	-11	1	nt	12	0.6
Cc1cc(S(=O)(=O)N2CCOCC2)ccc1OCC(=O)NCc1ccccn1	-1	0	-15	-8	0	1	1	1	1	0.7
Nc1c(NCCc2ccccc2)c2ccccc2oc1=O	1	4	7	-3	4	-12	0	9	20	-0.9
COc1ccccc1C(=O)N1CCN(Cc2ccc3c(c2)OCO3)CC1	3	2	1	nt	-2	-14	8	-3	-9	-3.1
COC(=O)c1ccc(C2c3[nH]c4ccccc4c3C[C@H]3C(=O)N(C)CC(=O)N23)cc1 (some centres undefined)	-5	4	16	-17	1	-16	-1	-1	-7	-0.2
COc1ccc(NC(=O)C(NS(=O)(=O)c2cccs2)C(C)C)cc1Cl (centres undefined)	-2	4	-8	nt	nt	-13	0	-3	nt	-0.6
O=[N+]([O-])c1cccc(C2=NC(c3ccccc3)CO2)c1 (centres undefined)	4	3	6	11	nt	-8	3	?	27	-0.9
O=C(NCCN1CCOCC1)c1ccc(/C=C2\Sc3ccccc3N(Cc3ccccc3F)C2=O)cc1	1	2	-5	10	-2	-9	-2	-2	10	-3.3
O=C(Oc1ccc2c3c(c(=O)oc2c1)CCCC3)c1ccco1	-13	-3	-5	8	nt	-2	-3	1	20	-0.6
Cc1cccc(OCCC(=O)Nc2ccc(S(=O)(=O)N3CCCC3)cc2)c1	-5	-4	-8	35	8	-7	-1	-2	4	0.3
N/C(=N\O)c1ccc(N2CCN(c3ncccc3C(F)(F)F)CC2)nc1	5	2	-15	9	-1	-3	26*	22	46	1.1
Cc1ccc(NC(=O)c2ccc3ccccc3n2)cc1S(=O)(=O)N(C)C	8	-3	-11	60	1	7	0	43*	119*	-1.1
O=C(OCC(=O)N1CCCC1=O)c1cc(Cl)ccc1O	1	7	-6	3	-2	-22	2	0	4	-1.0
C/C(CCc1ccc2c(c1)OCO2)=N\NC(=S)NC(C)C	-5	2	-5	77*	8	-5	-3	1	1	1.0
Cc1ccc(N(CCC#N)C(=O)CSc2nc3ccccc3c(=O)[nH]2)cc1	-21	-2	-9	-3	0	6	-1	-5	-2	2.4
COc1ccc(OCC(=O)NNC(=S)NC(=O)C2CCCCC2)cc1	-2	-4	-11	-8	-3	13	-1	0	-11	-2.1
Cc1cc(N2CCCCC2)n2nc(C)c(-c3ccccc3)c2n1	-5	5	-8	52	nt	3	7	-1	29	0.8
COc1cc(CC(NC(C)=O)C(=O)NC2CCN(c3c(Cc4ccccc4)c(C)nc4ncnn34)CC2)cc(OC)c1 (centres undefined)	-9	6	-11	-9	0	-7	3	-1	-4	0.1
Cc1ccccc1C(=O)Nc1sc2c(c1C(=O)O)CCC2	2	-1	-5	-12	nt	2	0	3	-4	-0.6
(list continues)
SMILES	dFosB activator	HTR5A ag	PvdQ inh	SR-BI DiI inh	NSD2 HMT inh	HTR5A inv ag	V-ATPase pHluor	Wnt bcat act	MITF TRPM1 HTS	CDK5 p35 inh
Cc1nc2cc(C(F)(F)F)ccc2n1C1CCN(CC(=O)NC(C)(C)C)CC1	0	10	-10	-44	1	-28	0	-2	-2	-1.4
CC[C@@H]1[C@H]2CCCC(=O)N3CC[C@@H](C[C@H]1O)[C@@H]23	10	-3	-11	1	nt	-15	1	-2	-2	-5.2
O=C(NC(=S)NCc1ccccc1)c1ccccc1F	3	2	8	3	-2	-5	11	nt	nt	-1.1
O=C(NNC1OC(CO)C(O)C(O)C1O)c1cccnc1 (centres undefined)	-4	-2	-13	-20	0	-14	0	0	9	-0.7
Cc1cccc(/C=C2\Oc3cc(OS(C)(=O)=O)ccc3C2=O)c1	-8	-2	-3	11	0	6	1	-4	61	0.5
Cc1ccccc1CC(=O)N1CC(C)OC(C)C1 (centres undefined)	-2	2	4	-22	-2	-9	0	0	-1	0.1
CCn1cc(C(=O)NCc2ccc3c(c2)OCO3)c2cc(OC)c(OC)cc2c1=O	-5	-1	-12	-13	4	5	-1	-6	nt	-0.4
COc1ccc(C(=O)/C=C/c2ccc(C)cc2)c(OC(=O)c2ccc([N+](=O)[O-])cc2)c1	-9	-1	-10	12	-3	6	5	13	28	0.8
CCOC(=O)c1c(C)[nH]c(C(=O)OCC(=O)N(CC)c2c(N)n(Cc3ccccc3)c(=O)[nH]c2=O)c1C	-13	-1	8	59	1	12	8	-1	-5	-0.9

Rows were taken by chance; 5% or so of the library scored in one or more.
